Assay outcomes as filed in PubChem BioAssay.
VEEV TC-83 Vero = inhibitors of VEEV TC-83 cytopathic effect, confirmation, Vero cells (AID 588727). Vero cells, VEEV TC-83 cytopathic effect inhibition; higher % means a stronger effect. inhibition, % at 20 µM; hits with a dose series show IC50 in µM. actives 0.13% (n = 350,000); in the data active means a potency from the dose series; inconclusive means inhibition mostly from about 14% at the one dose, without a potency; inactive means the rest, 99 in 100 with inhibition below about 12%; further: strong numbers were not always called active
M. tuberculosis = growth inhibition of non-replicating M. tuberculosis (AID 488890). actives 0.39% (n = 320,000). Mycobacterium tuberculosis non-replicating, growth inhibition; higher % means a stronger effect. one-dose inhibition, % at 25 µM; IC50 in µM for titrated hits; in the data active means a potency from the dose series; inconclusive means inhibition mostly from about 82% at the one dose, without a potency; inactive means the rest, 99 in 100 with inhibition below about 76%;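 further: plate controls were DMSO cells for no effect and high antibiotic wells for full effect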
M. tuberculosis HTS = M. tuberculosis growth inhibition, HTS (AID 449762). M. tuberculosis H37Rv growth inhibition, 7H9 media; higher % means a stronger effect. inhibition, % at 25 µM, or IC50 in µM where a hit was titrated. actives 0.59% (n = 330,000); in the data active means a potency from the dose series; inconclusive means inhibition above about 70% without an active follow-up result;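 further: bacterial growth assessed after seven days of incubation; strong numbers were not always called active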
H1N1 NS1A inhibition = NS1A inhibition, H1N1 influenza, cell based functional assay (AID 504329); NS1A functional cell-based assay, percent inhibition; higher % means a stronger effect; inhibition, % at 12.5 µM; hits with a dose series show IC50 in µM; actives 0.3% (n = 340,000); in the data active means a potency from the dose series; inconclusive means inhibition above about 27% without an active follow-up result; further: strong numbers were not always called active
Salmonella PhoP GFP = Inhibition of PhoP regulon, Salmonella typhi GFP reporter cells, confirmation, 4 h (AID 1850) | one-dose inhibition, % at 50 µM; IC50 in µM for titrated hits | actives 0.33% (n = 310,000) | Salmonella Typhi PhoP-promoter GFP reporter, fluorescence, 4 h; higher % means a stronger effect; in the data active means a potency from the dose series; inconclusive means inhibition mostly from about 25% at the one dose, without a potency; inactive means the rest, 99 in 100 with inhibition below about 19%;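 further: 0% = induced wells with vehicle and 100% = uninduced wells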
VEEV TC-83 Vero 10K pilot screen = also measured in VEEV TC-83 Vero; calls as there; inhibition, %; measured here: 10K pilot screen inhibition
* marks the source's active call; other numbers are inactive results; i = inactive; ? = inconclusive; . = no result given.

SMILES	VEEV TC-83 Vero	M. tuberculosis	M. tuberculosis HTS	H1N1 NS1A inhibition	Salmonella PhoP GFP	others
COCc1nnc(NC(=O)c2ccc(NC(=O)C(C)C)cc2)s1	2.0%	9%	12%	4%	-9%
Cc1ccc2c(CSc3nc4ccccc4c(=O)n3CCCO)cc(=O)oc2c1	8.9%	.	.	-22%	.
Brc1ccc(-c2ccc(/C=N/Nc3nncc(-c4ccccc4)n3)o2)cc1	1.0%	-1%	96%	16%	1%
CNC(=S)N1CCN(c2nc3ccccc3s2)CC1	3.0%	-5%	2%	-9%	0%
COC(=O)CNC(=O)C1Nc2ccccc2C2C=CCC12 (stereo not given)	1.7%	-7%	-3%	3%	-11%
CC(C)(C)C(=O)N1CCN(c2ccc([N+](=O)[O-])c(NCc3cccnc3)c2)CC1	8.8%	13%	6%	-5%	-5%
Cc1ccc(CS(=O)(=O)Cc2ccc(C(=O)NC3CC3)o2)cc1	2.0%	1%	0%	-10%	2%
CCOC(=O)CSc1nc(N2CCOCC2)c2c(c1C#N)CC(C(C)C)OC2 (stereo not given)	2.5%	53%	?	-18%	-12%
CC(=O)Nc1ccc(S(=O)(=O)Oc2ccccc2N2CCCCC2)cc1	3.9%	25%	4%	18%	7%
O=C(O)c1cc(N/N=C/c2cccnc2)ccc1Cl	3.7%	1%	8%	2%	2%
C/C(=N\NC(=O)c1cc(Cl)ccc1O)c1ccc(Br)s1	i	49%	68%	-12%	-7%
Cc1cc(=O)nc2c3ccccc3n(C(C)C(=O)Nc3c(F)c(F)c(F)c(F)c3F)n12 (stereo not given)	0.8%	8%	3%	-3%	-14%
O=C(C[C@@H]1C/C=C\C[C@@H](Cc2ccc(F)cc2)C(=O)OC[C@H]2CCCN2C1=O)N[C@H](CO)Cc1ccccc1	1.2%	20%	-5%	7%	.
COC(=O)C(COC(=O)c1c(F)cccc1F)NC(=O)c1c(F)cccc1F (stereo not given)	1.0%	-3%	5%	-7%	4%
COc1ccc(CNC(=O)Cn2ccc(NC(=O)OCc3ccccc3)nc2=O)cc1	0.3%	-5%	-1%	-3%	.
COc1ccc(-c2cc(C(F)(F)F)nc(N)n2)cc1	2.9%	6%	0%	2%	-1%
Cc1nnc(NC(=O)C(c2ccccc2)c2ccccc2)s1	1.9%	8%	16%	-11%	10%
COc1ccc(C2C(C#N)=C(N)Oc3n[nH]c(C)c32)cc1Cn1nnc2ccccc21 (stereo not given)	i	4%	-3%	3%	3%
O=C(NC12CC3CC(CC(C3)C1)C2)c1cc(F)c(F)c(F)c1F	2.7%	70%	5%	-3%	-1%
Cc1cccc(NC(=S)NC(=O)c2ccc(-c3ccccc3)cc2)n1	i	64%	14%	10%	18%
CC(=O)c1cc2c(cc1N/C(=N/S(=O)(=O)c1ccc(C)cc1)c1ccc(Cl)cc1)OCO2	1.4%	-5%	-8%	-2%	1%
CCCCNC(=O)C(C)N(CCN(C)C)C(=O)CCCN1C(=O)NC(c2ccc([N+](=O)[O-])cc2)C(C(=O)OCc2ccccc2)=C1C (stereo not given)	11%	.	.	15%	.
COc1ccc(CCNC(=O)C(=O)NCC2OCCN2C(=O)c2ccc(Cl)cc2)cc1 (stereo not given)	6.8%	27%	-10%	16%	-10%
Cc1ccc2nc(NC(=O)C3CCN(C(=O)c4ccc(F)cc4)CC3)sc2c1	5.4%	41%	-4%	-5%	-8%
O=C(COC(=O)Cc1n[nH]c(=O)c2ccccc12)Nc1c(Cl)cccc1C(F)(F)F	0.2%	-9%	-5%	6%	-3%
(next part)
SMILES	VEEV TC-83 Vero	M. tuberculosis	M. tuberculosis HTS	H1N1 NS1A inhibition	Salmonella PhoP GFP	others
CSc1nnc(C)c(=O)n1COC(=O)/C=C/c1ccc2c(c1)OCO2	0.6%	44%	37%	4%	13%
COc1ccc(C(=O)CCc2ccc(OC)c(OC)c2)cc1	2.2%	27%	20%	-16%	1%
CC1(C)CC(=O)N(c2ccc(C#N)cc2)C(=O)C1	0.5%	11%	-3%	-4%	-1%
Cc1cccc(CN(CC(=O)N/N=C/c2ccco2)S(=O)(=O)c2ccc(Cl)cc2)c1	5.9%	27%	-3%	2%	18%
O=C(CSCc1ccc(Cl)cc1Cl)Nc1ccc(O)cc1C(=O)O	i	59%	21%	17%	-5%
COCC(=O)Nc1ccc2c(c1)OCC(=O)N2Cc1ccccc1F	0.4%	3%	4%	-2%	-2%
C=CCn1c(SCC(=O)N2CC(=O)Nc3ccccc32)nc2scc(-c3cccs3)c2c1=O	3.3%	33%	-3%	13%	-2%
CC1(C)C=C(c2ccc(C(=O)O)s2)CC(C)(C)N1	0.3%	-9%	-6%	-11%	-5%
COc1ccc2cc(CN(CC3CCCO3)C(=O)Nc3ccccc3)c(=O)[nH]c2c1 (stereo not given)	8.9%	26%	9%	-14%	-1%
Cc1cccc(Nc2nc(N)nc(CCl)n2)c1C	21%	?	?	.	-2%
O=c1[nH]c2ccccc2nc1NCCN1CCOCC1	1.1%	2%	-2%	-7%	9%
Cc1cc(-c2nc3c4c5c(sc4[nH]c(=O)n3n2)CCC5)c(C)o1	0.2%	-18%	5%	15%	1%
Cc1ccc([N+](=O)[O-])cc1NC(=S)NC(=O)CC(C)(C)C	0.1%	?	15%	6%	1%
O=C(Cn1cc([N+](=O)[O-])cn1)N1CCc2ccccc2C1	2.5%	5%	-1%	3%	4%
CSc1sc(-c2ccnc(=S)[nH]2)c(-c2ccccc2)c1C#N	i	-1%	-13%	.	1%
COCCN1C(=O)c2cc(C(=O)Nc3cccc(F)c3)ccc2C1Nc1cccc(F)c1 (stereo not given)	0.3%	-7%	-9%	16%	10%	VEEV TC-83 Vero 10K pilot screen=1.4
CCN(CC)CCn1c(=N)n(CC(=O)c2ccc(Br)s2)c2ccccc21	3.1%	57%	6%	.	14%
N=c1nc2n(cc1F)C1OC(CO)C(O)C1O2 (stereo not given)	0.8%	.	.	-2%	.
O=C(Nc1ccc(C2CCCCC2)cc1)C1CCN(c2ncccn2)CC1	0.6%	-12%	-4%	-1%	-1%
Cc1cnc(NC(=O)Cc2ccccc2Cl)s1	i	1%	3%	3%	9%
CCCCNCCCOc1cc(Cl)ccc1Cl	1.1%	25%	-2%	-16%	7%
O=C(O)CSc1ncnc2sc3c(c12)CCC3	i	17%	-13%	-4%	-3%
O=C(CN1C(=O)c2ccc([N+](=O)[O-])cc2C1=O)Nc1cc(S(=O)(=O)N2CCOCC2)ccc1Cl	7.1%	-17%	0%	3%	1%
O=C(CN1C(=O)COc2ccc(Cl)cc21)NC1CC1	i	-20%	-10%	-16%	-13%
O=C(COC(=O)c1ccc2c(c1)C(=O)N(Cc1ccncc1)C2=O)Nc1cccc2ccccc12	2.3%	-3%	3%	3%	-2%

Compounds above containing bromine:
SMILES	VEEV TC-83 Vero	M. tuberculosis	M. tuberculosis HTS	H1N1 NS1A inhibition	Salmonella PhoP GFP	others
Brc1ccc(-c2ccc(/C=N/Nc3nncc(-c4ccccc4)n3)o2)cc1	1.0%	-1%	96%	16%	1%
C/C(=N\NC(=O)c1cc(Cl)ccc1O)c1ccc(Br)s1	i	49%	68%	-12%	-7%
CCN(CC)CCn1c(=N)n(CC(=O)c2ccc(Br)s2)c2ccccc21	3.1%	57%	6%	.	14%

Pulled one by one from the entries so far, 2 records:
SMILES	VEEV TC-83 Vero	M. tuberculosis	M. tuberculosis HTS	H1N1 NS1A inhibition	Salmonella PhoP GFP	others
COc1ccc(-c2cc(C(F)(F)F)nc(N)n2)cc1	2.9%	6%	0%	2%	-1%
O=C(Cn1cc([N+](=O)[O-])cn1)N1CCc2ccccc2C1	2.5%	5%	-1%	3%	4%

New compounds follow:
SMILES	VEEV TC-83 Vero	M. tuberculosis	M. tuberculosis HTS	H1N1 NS1A inhibition	Salmonella PhoP GFP	others
CC1(C)CC(=O)C(C=Nc2ccc(O)c(N=CC3=C(O)CC(C)(C)CC3=O)c2)=C(O)C1	i	24%	2%	-4%	0%
c1ccc(CCNc2ccnc3cc4ccccc4cc23)cc1	1.4%	.	.	-13%	.
COc1ccccc1/C=C(/C(=O)OCC(=O)NCc1ccccc1)c1ccccc1	0.9%	48%	8%	6%	-3%
CN(CC(=O)Nc1ccccc1Cl)C(=O)CSc1nncs1	i	-3%	-14%	6%	1%
CC(C)N=c1c([N+](=O)[O-])nn(C)n1O	0.2%	3%	0%	0%	-2%
O=C(CS(=O)(=O)c1c[nH]c2ccccc12)N1CCCc2ccccc21	0.4%	-13%	-16%	-3%	1%
Cc1cc(C(=S)N2CCOCC2)c(C)n1-c1ccc(F)cc1	0.4%	-26%	-1%	2%	-2%
CCOc1ccc(NS(=O)(=O)c2cc(NC(=O)CCS(=O)(=O)c3ccc(C)cc3)ccc2OC)cc1	0.5%	1%	-1%	-9%	-6%
Cc1cc(C=O)c(C)n1-c1ccc(N2CCCCC2)c([N+](=O)[O-])c1	0.2%	32%	5%	-8%	-8%
O=C(COC(=O)CNC(=O)c1ccc(Cl)cc1Cl)NC(=O)NC1CCCCC1	3.9%	-17%	-2%	-14%	-4%
O=C(C1CC1)N1CCc2cc(Br)cc(S(=O)(=O)NCc3ccccn3)c21	6.1%	15%	-3%	-1%	-2%
O=S(=O)(c1ccccc1)N1CCN(CC(O)COc2ccc3c(c2)CCC3)CC1 (stereo not given)	0.8%	29%	-12%	4%	5%
Cc1cccc(-c2nc(C#N)c(NC3CCCCC3)o2)c1	1.5%	14%	1%	9%	18%
COc1ccc(NC(=O)COc2cccc3c2CCN(Cc2cccnc2)C3=O)c(OC)c1	8.9%	11%	-12%	-7%	-6%
Cc1cc([N+](=O)[O-])nn1Cc1ccc(C(=O)N/N=C/c2ccc(F)cc2)cc1	2.0%	7%	-4%	-5%	4%
COC(=O)CNc1cc(S(=O)(=O)N2CCCCC2)ccc1Oc1ccc(C(=O)OC)cc1	0.6%	7%	-1%	14%	-11%
C=CCn1c(SC(C)CC)nc(O)cc1=O (stereo not given)	1.2%	40%	5%	-4%	-16%
Cc1ccc(C)c(OCCCCn2ccnc2)c1	0.6%	?	2%	-4%	3%
CN1CCN(CC(O)COC(c2ccccc2)c2ccccc2)CC1 (stereo not given)	1.4%	5%	-9%	.	-5%
Cc1nnc(NC(=O)CC23CC4CC(CC(C4)C2)C3)s1	2.1%	-13%	-2%	2%	-8%
CCOc1ccc2ccc(OCC)c(/C=N/n3cnnc3)c2c1	1.4%	-6%	6%	-20%	1%
COc1ccc(C)cc1-n1nnnc1SCc1csc(C)n1	5.4%	28%	-1%	0%	-9%
CN(Cc1cnn(C)c1)C(=O)c1sc2cccc(Cl)c2c1Cl	3.2%	15%	-1%	10%	-11%
CCN(C(=S)Nc1cccc(C)c1)c1ccccc1	0.7%	41%	-7%	-5%	-1%
O=C(c1ccccn1)c1ccc2ccccc2n1	0.3%	36%	1%	.	-16%

Brought forward from above: 2 compounds, followed by the next part.
SMILES	VEEV TC-83 Vero	M. tuberculosis	M. tuberculosis HTS	H1N1 NS1A inhibition	Salmonella PhoP GFP	others
CCN(C(=S)Nc1cccc(C)c1)c1ccccc1	0.7%	41%	-7%	-5%	-1%
O=C(c1ccccn1)c1ccc2ccccc2n1	0.3%	36%	1%	.	-16%
CC(NC(=O)c1ccccc1)C(=O)Nc1ccccc1 (stereo not given)	0.8%	.	.	-17%	.
Cc1ccc(-c2csc(NC(=O)CN3C(=O)CCC3=O)n2)cc1	1.2%	5%	8%	-8%	0%
Cc1ccc(C)c(NS(=O)(=O)c2ccc3c(c2)Cc2cc(S(=O)(=O)Nc4cc(C)ccc4C)ccc2-3)c1	1.1%	2%	1%	-4%	-7%	VEEV TC-83 Vero 10K pilot screen=0.5
Cc1nn(C)c(C(=O)NNC(=S)Nc2ccc(F)cc2)c1[N+](=O)[O-]	5.4%	22%	2%	-10%	-4%
CCN(CC)S(=O)(=O)c1ccc(-c2nnc(SCc3nnc(-c4ccc(C)cc4)o3)o2)cc1	0.4%	1%	-13%	3%	-7%
Cc1cc(NC(=O)CSc2nc(C(C)C)nc3sc4c(c23)CCC(C)C4)no1 (stereo not given)	0.9%	-6%	14%	-3%	-3%
CC[C@@]12C(=O)N(c3ccccc3)C(=O)N1[C@H](c1cccc(C)c1)[C@@H]1C(=O)N(Cc3ccccc3)C(=O)[C@@H]12	i	45%	0%	-3%	-17%
CC(C)C(C(=O)Nc1ccccc1F)N1C(=O)c2ccccc2C1=O (stereo not given)	i	-12%	8%	98%	-3%
CC1CN(C(=O)COC(=O)[C@@H](NC(=O)c2ccccc2Cl)C(C)C)CC(C)O1 (stereo not given in full)	2.3%	-2%	7%	-10%	.
CCn1ncc(/C=N\NC(=O)c2ccc3c(c2)c(C)c(C)n3Cc2ccccc2)c1C	3.6%	-11%	20%	10%	3%
COC(=O)CSc1cc(C)nc(NC(C)=O)n1	3.6%	2%	2%	-1%	-5%
